From PubChem BioAssay
a7 integrin act: integrin-mediated muscular dystrophy alleviation activation | Potency, µM (doses to about 38.3 µM), for inactives: at the highest dose activation, hits mostly activators | alpha7betagal myoblasts, beta-gal FDG fluorescence, 48 h | 350,000 compounds, 0.064% hits;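 also: potency is read from the fitted curve at half-maximal effect; 100% = response of the positive control SU9516; nearly all actives have a fitted effect of over 60% in size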
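alpha7betagal+/- myoblasts (passage 13, 250/well) treated 48 h at 37C with compounds at 1:260 dilution of DMSO stock. Lysed, then beta-galactosidase activity read as FDG fluorescence (ex 480/em 540) after 30 min, with pre-read for autofluorescence.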
hERG WT inh: inhibitors of human wildtype KCNH2 potassium channel | Q12809 | activity change, % at 1.84 µM | U2OS, BacMam KCNH2, thallium flux FluxOr; hits give low values | AID 720551 | 340,000 compounds, 0.37% hits;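 active = maximum activity change below -70%; inconclusive = maximum activity change between -70% and -50%; inactive = maximum activity change above -50%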; also: % is scaled to controls: 0 for no effect and ±100 for the full control effect
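U2OS cells transduced with wild-type KCNH2 virus are loaded with FluxOr dye for 45 min, and thallium flux is measured in kinetic reads before and after stimulation buffer. Rate constants are normalized to DMSO controls.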
S-ASM inh: blocks human secretory acid sphingomyelinase; P17405; placental ASM, HMU-PC fluorogenic substrate, 60 min; Potency, µM (highest dose often 57.5 µM), for the others: at the top dose activity change, negative = inhibition, hits mostly inhibitors; 340,000 compounds, 0.006% hits; AID 504937; also: potency is read from the fitted curve at half-maximal effect
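Human placenta-derived ASM enzyme was preincubated with compound for 10 minutes at room temperature, then given fluorogenic substrate HMU-PC0 (9 uM final) for 60 minutes at 37 °C; a pH 10 stop preceded fluorescence reading at Ex 386/Em 447 nm.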
GALK inhibitor: inhibitors of human galactokinase; 270,000 compounds, 0.007% hits; Purified GALK, Kinase-Glo residual ATP luminescence; AID 1868; Potency, µM (doses to about 57.5 µM), for inactives: at the top dose activity change, negative = inhibition, most hits filed as inhibitors; also: potency is read from the fitted curve at half-maximal effect; % is scaled to controls: 0 for no effect and ±100 for the full control effect
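Luminescence from leftover ATP (Ultra-Glo luciferase/luciferin) served as read-out after a 1 h room-temperature reaction of 5 nM GALK with 35 uM ATP and 100 uM galactose.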
KCNH2 3.1 block: KCNH2 3.1 (human) potassium channel inhibition | U2OS KCNH2 3.1, thallium flux FluxOr; hits give low values | activity change, % (tested at about 1.8 µM) | 340,000 compounds, 0.95% hits | AID 720553;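 active = maximum activity change below -70%; inconclusive = maximum activity change from -70% to -50%; inactive = maximum activity change above -50%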;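 also: thallium influx rate constant from kinetic fluorescence after stimulation buffer; % is scaled to controls: 0 for no effect and ±100 for the full control effect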
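U2OS cells transduced with KCNH2 3.1 mutant virus (1.77 x 10^8 /mL, 4 h), plated overnight at 37 C, loaded 45 min with FluxOr dye plus Red40 quencher. Thallium flux rate constant from kinetic reads after stimulation buffer, normalised to controls.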
Coupling enz: inhibits coupling enzyme system, counter-screen for aldolase hits. AID 2472. coupling enzyme system counterscreen, AmpLite Red fluorescence. 290,000 compounds, 0.67% hits. activity change, negative = inhibition, % at 58.2 µM, hits read low; in the data active = activity change below about -30%; also: % is scaled to controls: 0 for no effect and ±100 for the full control effect
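Compounds tested against the coupling enzymes alone at 57.5 uM final; readout was AmpLite Red fluorescence (525/598 nm) after 20 min at RT.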
A-T KAP1 phos: candidate therapy for ataxia-telangiectasia | […] A-T fibroblasts, KAP-1 phosphorylation AlphaLISA; neocarzinostatin DNA damage 30 min before lysis | 320,000 compounds, 0.19% hits | Potency, µM (titrated, usually from 57.5 µM), inactives show top-dose activation, usual class: activators | AID 485349; also: potency is read from the fitted curve at half-maximal effect; % of control where 0% means no effect; nearly all actives have a fitted effect of over 45% in size
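hTERT-immortalized A-T patient fibroblasts ([…]), 500 cells/well in OPTI-MEM, 1% FBS, got compounds for 60 min, then NCS for 30 min at 37C. Lysates were then assayed for phospho-KAP-1 by AlphaLISA (anti-pKAP1 donor, anti-KAP1 acceptor beads), 6 hr at 25C.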
TRPV1 agonist: human TRPV1 agonism; Q8NER1; TRPV1-expressing cells, Fluo-8 calcium influx, agonist mode; activation, % at 8.33 µM; 320,000 compounds, 0.19% hits; AID 540275; in the data active = activation above about 80%; inconclusive = between about 30% and that limit; also: 0% is about no effect
Target sequence (Q8NER1 whole entry, looked up): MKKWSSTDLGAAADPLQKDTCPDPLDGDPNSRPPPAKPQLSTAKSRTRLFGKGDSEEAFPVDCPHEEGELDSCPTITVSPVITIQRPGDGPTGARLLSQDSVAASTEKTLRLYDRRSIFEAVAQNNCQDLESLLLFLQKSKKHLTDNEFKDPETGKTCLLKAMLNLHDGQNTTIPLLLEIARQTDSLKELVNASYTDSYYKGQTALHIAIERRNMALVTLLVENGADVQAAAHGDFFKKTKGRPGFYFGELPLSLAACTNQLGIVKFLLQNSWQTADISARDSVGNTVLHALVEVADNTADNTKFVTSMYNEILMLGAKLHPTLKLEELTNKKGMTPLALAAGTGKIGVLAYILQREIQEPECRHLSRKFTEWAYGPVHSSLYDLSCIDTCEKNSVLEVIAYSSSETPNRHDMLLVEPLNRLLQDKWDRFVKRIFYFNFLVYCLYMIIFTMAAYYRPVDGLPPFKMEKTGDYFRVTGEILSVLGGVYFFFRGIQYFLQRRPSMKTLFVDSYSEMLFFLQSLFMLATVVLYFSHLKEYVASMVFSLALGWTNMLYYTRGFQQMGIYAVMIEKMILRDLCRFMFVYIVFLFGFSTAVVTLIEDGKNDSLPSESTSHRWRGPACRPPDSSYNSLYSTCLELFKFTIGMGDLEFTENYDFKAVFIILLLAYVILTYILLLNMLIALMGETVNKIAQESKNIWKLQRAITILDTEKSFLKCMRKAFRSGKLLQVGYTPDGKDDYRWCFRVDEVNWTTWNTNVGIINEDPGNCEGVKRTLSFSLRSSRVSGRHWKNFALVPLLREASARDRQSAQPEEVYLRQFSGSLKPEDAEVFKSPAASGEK
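Cells expressing TRPV1 were dye-loaded with Fluo-8 and read kinetically: 10 s baseline, 3 min after compound (agonist portion), then 2 min after EC20 capsaicin (allosteric enhancer portion). Calcium-bound dye fluorescence at 480/520 nm.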
MBNL1 CUG block: inhibitors of human MBNL1 binding to CUG repeat RNA. AID 2675. Potency, µM (titrated, usually from 57.5 µM), without a hit: top-dose activity change, negative = inhibition, most hits filed as inhibitors. Q9NR56. 280,000 compounds, 0.036% hits. TR-FRET MBNL1-His/biotin-(CUG)12 binding, 665/545 ratio; active = well fitted inhibition curve with a large enough effect in the signal ratio, with a control signal flat, not every such curve was filed as active; inconclusive = small, poorly fitted or top-dose-only effect, or effect the other way, or a change in a side signal; inactive = no such curve, though single readings can be large or run the other way; the % refers to the signal ratio; also: potency is read from the fitted curve at half-maximal effect; % is scaled to controls: 0 for no effect and ±100 for the full control effect
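His-tagged MBNL1 binding to biotinylated (CUG)12 RNA was measured by TR-FRET using terbium anti-His antibody (0.055 ng/ul final) and streptavidin-XL665 (5 nM final). Compounds were titrated 92 nM to 58 uM; 60 min at room temperature.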
MLL CXXC-DNA inh: blocks binding of human MLL CXXC domain to DNA; Q03164; MLL-CXXC / FITC-HOXA9 DNA fluorescence polarization; Potency, µM (top dose mostly 115 µM), without a hit: top-dose activity change, negative = inhibition, most hits filed as inhibitors; 290,000 compounds, 0.037% hits; active = well fitted inhibition curve with a large enough effect in the polarisation, with a control signal flat, not every such curve was filed as active; inconclusive = small, poorly fitted or top-dose-only effect, or effect the other way, or a change in a side signal; inactive = no such curve, though single readings can be large or run the other way; the % refers to the polarisation; also: potency is read from the fitted curve at half-maximal effect
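Purified MLL-CXXC (added from a 7 uM solution) was preincubated 5 min at ambient with pinned compounds in 50 mM Tris-HCl pH 7.5, 50 mM NaCl, 1 mM DTT, 0.05% BSA. Fluorescein-labeled HOX-A9 DNA (50 nM solution) followed, 30 min, then polarization read.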
Starred values were filed as active, the others as inactive; [ ] = dose if it differs, or a comment. Unless noted, calls follow the shape of the dose curve; as a rule, active = well fitted curve in the direction sought with a large enough effect; inconclusive = small, poorly fitted or top-dose-only effect, or another doubt; inactive = no such curve, though single readings can be large; an effect the other way counts as inactive or inconclusive.

CN1CCN(C(=O)c2cc(COc3c(F)cccc3F)on2)CC1c1ccccc1 (configuration not stated) was read as a7 integrin act 14.2%, hERG WT inh -13.4, S-ASM inh 3.0%, GALK inhibitor -0.2%, KCNH2 3.1 block 14.4, Coupling enz 0.3, A-T KAP1 phos -12.1%, TRPV1 agonist 1.6, MBNL1 CUG block 5.3% and MLL CXXC-DNA inh -20.2%.
`COCCn1c(=O)c2c(nc3n2CCCN3CCc2ccc(OC)c(OC)c2)n(C)c1=O` gave a7 integrin act inconclusive, hERG WT inh -10.7, S-ASM inh -1.2%, GALK inhibitor -2.8%, KCNH2 3.1 block 10.2, Coupling enz -0.9, A-T KAP1 phos 6.5%, TRPV1 agonist 2.2, MBNL1 CUG block 2.8% and MLL CXXC-DNA inh 9.1%.
For COCCN1Cc2cccc(C(=O)NCCc3ccccc3)c2C1=O the results were a7 integrin act 11.0%, hERG WT inh -2.1, S-ASM inh 2.3%, KCNH2 3.1 block -16.5, Coupling enz 0.9, A-T KAP1 phos 8.6%, TRPV1 agonist 3.9, MBNL1 CUG block -0.6% and MLL CXXC-DNA inh 5.1%.
For CCOC(=O)C1CCN(Cc2cn[nH]c2-c2ccc(C)cc2)CC1 the results were a7 integrin act 3.1%, hERG WT inh 26.9, S-ASM inh 1.5%, GALK inhibitor -0.1%, KCNH2 3.1 block 8.9, Coupling enz 1.6, A-T KAP1 phos 1.6%, TRPV1 agonist 0.6, MBNL1 CUG block -0.5% and MLL CXXC-DNA inh -0.4%.
O=C(Nc1cccn(Cc2c(Cl)cccc2Cl)c1=O)C1CC1 was read as a7 integrin act -5.7%, hERG WT inh -4.7, S-ASM inh 1.4%, GALK inhibitor -1.2%, KCNH2 3.1 block 0.5, Coupling enz -0.5, A-T KAP1 phos 1.1%, TRPV1 agonist 12.5, MBNL1 CUG block 10.5% and MLL CXXC-DNA inh 3.9%.
For CCOC(=O)Cc1csc(NC(=O)CSc2nncn2C)n1 the results were a7 integrin act 2.8%, hERG WT inh 5.8, S-ASM inh -0.7%, GALK inhibitor -2.6%, KCNH2 3.1 block 4.4, Coupling enz 12.3, A-T KAP1 phos -5.2%, TRPV1 agonist 0.8, MBNL1 CUG block -7.8% and MLL CXXC-DNA inh -4.5%.
For CC(=O)c1sc(C(C)(C)C)cc1NC(=O)c1ccccc1C(=O)O the results were a7 integrin act 0.7%, hERG WT inh -0.1, S-ASM inh 0.8%, GALK inhibitor 9.1%, KCNH2 3.1 block 12.9, Coupling enz 23.6, A-T KAP1 phos 13.7%, TRPV1 agonist -1.7, MBNL1 CUG block 60.0%[activator] and MLL CXXC-DNA inh -0.5%.
Cc1cc(C)c(NC(=O)COC(=O)c2nc3nccc(C)n3n2)c(Cl)c1 was read as a7 integrin act 17.0%, hERG WT inh 1.5, S-ASM inh 1.9%, KCNH2 3.1 block 6.9 and TRPV1 agonist 1.7.
Screening O=C(O)Cc1c(-c2ccccc2Cl)c2cc(Br)ccc2[nH]c1=O returned a7 integrin act inconclusive, hERG WT inh -1.4, S-ASM inh -2.1%, GALK inhibitor 0.1%, KCNH2 3.1 block -2.4, Coupling enz 5.8, A-T KAP1 phos 4.6%, TRPV1 agonist 0.7 and MLL CXXC-DNA inh -4.4%.
`CC(/C=N\NC(=O)Cn1cncn1)=C/c1ccc(C(C)C)cc1` gave a7 integrin act -15.3%, hERG WT inh -1.9, S-ASM inh -0.7%, GALK inhibitor 0.0%, KCNH2 3.1 block 11.5, Coupling enz 1.9, A-T KAP1 phos -12.2%, TRPV1 agonist inconclusive, MBNL1 CUG block 9.1% and MLL CXXC-DNA inh 3.2%.
`Cc1ccc2nc(-c3ccccc3)c(-c3ccccc3)nc2c1` gave a7 integrin act -0.8%, hERG WT inh -0.6, S-ASM inh -1.2%, GALK inhibitor 4.7%, KCNH2 3.1 block 2.1, Coupling enz 0.1, A-T KAP1 phos 12.0%, TRPV1 agonist 15.6, MBNL1 CUG block 24.2% and MLL CXXC-DNA inh -0.6%.
For Cc1ccc(C)c(NC(=O)CC2Sc3ccccc3NC2=O)c1 (configuration not stated) the results were a7 integrin act 16.6%, hERG WT inh 5.9, S-ASM inh -0.8% and KCNH2 3.1 block 3.2.
`COc1ccc2c(c1)[C@H]1[C@H](CO2)[C@H](c2ccccc2)[C@]2(C)C(=O)Nc3cc(Cl)ccc3C(=O)N12` gave a7 integrin act -21.4%, hERG WT inh -13.3, S-ASM inh -5.4%, KCNH2 3.1 block -8.6, A-T KAP1 phos -9.6% and TRPV1 agonist -2.4.
Screening COc1ccc(-n2cnnc2SCc2ncc(-c3ccccc3)o2)cc1 returned a7 integrin act 10.5%, hERG WT inh 10.2, S-ASM inh -0.9%, GALK inhibitor 2.8%, KCNH2 3.1 block 6.0, Coupling enz -1.0, A-T KAP1 phos 9.8%, TRPV1 agonist 3.8, MBNL1 CUG block -7.0% and MLL CXXC-DNA inh -5.9%.
`O=C(CN1c2ccccc2S(=O)(=O)c2ccccc21)Nc1ccccc1F` gave a7 integrin act 7.2%, hERG WT inh -8.6, S-ASM inh -1.6%, GALK inhibitor 4.2%, KCNH2 3.1 block 11.2, A-T KAP1 phos -8.5%, TRPV1 agonist -1.0, MBNL1 CUG block 1.1% and MLL CXXC-DNA inh -9.9%.
Screening CC(=O)Oc1ccc2c(=O)c(-c3ccccc3)coc2c1 returned a7 integrin act -4.8%, hERG WT inh -0.8, S-ASM inh 36.0%[activator], GALK inhibitor 0.7%, KCNH2 3.1 block 4.6, Coupling enz 1.1, A-T KAP1 phos 0.9%, TRPV1 agonist -1.7, MBNL1 CUG block -0.9% and MLL CXXC-DNA inh 16.3%.
For COc1cc(CNCc2ccccc2C(F)(F)F)cc(OC)c1 the results were a7 integrin act 15.7%, hERG WT inh 0.6, S-ASM inh 7.4%, GALK inhibitor 11.1%, KCNH2 3.1 block 6.6, Coupling enz 0.4, A-T KAP1 phos 17.4%, TRPV1 agonist -2.7, MBNL1 CUG block -5.5% and MLL CXXC-DNA inh 8.8%.
`NC(=O)CC(NC(=O)Cc1ccc(Cl)cc1)c1ccc(NC2CCCCC2)c([N+](=O)[O-])c1` (configuration not stated) gave a7 integrin act 0.0%, hERG WT inh -2.7, S-ASM inh 3.5%, GALK inhibitor -5.3%, KCNH2 3.1 block -16.5, Coupling enz -0.6, A-T KAP1 phos 13.6%, TRPV1 agonist 1.8, MBNL1 CUG block 0.6% and MLL CXXC-DNA inh -8.1%.
For CCOC(=O)N1CCN(C(=O)/C=C/c2ccc3c(c2)OCO3)CC1 the results were a7 integrin act -7.2%, hERG WT inh -5.2, S-ASM inh -1.8%, GALK inhibitor 2.5%, KCNH2 3.1 block -5.5, Coupling enz 3.7, A-T KAP1 phos 2.3%, TRPV1 agonist 4.9, MBNL1 CUG block inconclusive and MLL CXXC-DNA inh -0.1%.
`NC(=O)CSc1nnc(C2CC2)n1Cc1ccccc1` gave a7 integrin act 8.6%, hERG WT inh 10.2, S-ASM inh 0.2%, GALK inhibitor -0.5%, KCNH2 3.1 block 20.5, Coupling enz 0.8, A-T KAP1 phos 4.9%, TRPV1 agonist -2.9, MBNL1 CUG block -3.0% and MLL CXXC-DNA inh -4.3%.
O=C(NC1CCCCC1)C(c1ccc2ncccc2c1)N(Cc1cccs1)C(=O)c1cccs1 (configuration not stated) was read as a7 integrin act -5.3%, hERG WT inh 6.7, S-ASM inh -6.4%, GALK inhibitor 4.4%, KCNH2 3.1 block 7.5, Coupling enz 1.0, A-T KAP1 phos 13.8%, TRPV1 agonist -2.1, MBNL1 CUG block -13.1% and MLL CXXC-DNA inh 0.1%.
Screening COC(=O)c1ccc(CNC(=O)COC(=O)C2CCC(C(C)(C)C)CC2)cc1 (configuration not stated) returned a7 integrin act -9.1%, hERG WT inh -18.5, S-ASM inh -12.5%, GALK inhibitor -0.2%, Coupling enz 1.3, A-T KAP1 phos -5.4%, TRPV1 agonist inconclusive, MBNL1 CUG block -9.6% and MLL CXXC-DNA inh 4.3%.
For COc1ccc(C2CC(=O)c3cnc(N4CCN(Cc5ccccc5)CC4)nc3C2)cc1 (configuration not stated) the results were a7 integrin act -19.8%, hERG WT inh 1.8, S-ASM inh -1.4%, GALK inhibitor -2.6%, KCNH2 3.1 block 3.2, Coupling enz -1.5, A-T KAP1 phos 2.6%, TRPV1 agonist 2.7, MBNL1 CUG block inconclusive and MLL CXXC-DNA inh -1.6%.
For Cc1cc(C)nc(NS(=O)(=O)c2ccc(NS(=O)(=O)c3ccccc3)cc2)n1 the results were a7 integrin act -10.7%, hERG WT inh -4.3, S-ASM inh -1.0%, GALK inhibitor 1.1%, KCNH2 3.1 block 11.6, Coupling enz -0.6, TRPV1 agonist -2.5, MBNL1 CUG block -4.4% and MLL CXXC-DNA inh 15.5%.
CC(=O)c1sc(NC(=O)COc2ccc(C)c(C)c2)nc1C was read as a7 integrin act -1.8%, hERG WT inh -9.8, S-ASM inh 0.9%, GALK inhibitor 2.0%, Coupling enz 5.3, A-T KAP1 phos -5.5%, TRPV1 agonist -3.2, MBNL1 CUG block 67.0%[activator] and MLL CXXC-DNA inh 12.8%.
